High-throughput results: PubChem, several laboratories
AI-2 QS mod = Vibrio harveyi AI-2 quorum sensing modulation; activity change, % at 7.5 µM; Vibrio harveyi JMH597 AI-2 luminescence/OD600 ratio, 9 h; hits give low values; strain lacks LuxN and CqsS sensors; 0 = neutral-control median; AID 2094; 300,000 tested, 0.4% active; in the data active means activity change below about -75%, passing the limit was not always enough;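 further: luminescence divided by OD600 gain over 9 h not by final OD600 alone; inactives centre near 13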
GSK3B inh = human GSK3beta kinase inhibition; GST-GSK3beta kinase, ADP-Glo luminescence, 60 min; hits give low values; AID 2097; 300,000 tested, 0.038% active; activity score (negative = inhibition), % at 10 µM;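 active means more than half of replicate wells score below -50%, meaning over 50% inhibition versus plate controls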;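 further: 0% = median DMSO wells and -100% = median GW8510 positive control wells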
Target sequence (P49841 whole entry, looked up): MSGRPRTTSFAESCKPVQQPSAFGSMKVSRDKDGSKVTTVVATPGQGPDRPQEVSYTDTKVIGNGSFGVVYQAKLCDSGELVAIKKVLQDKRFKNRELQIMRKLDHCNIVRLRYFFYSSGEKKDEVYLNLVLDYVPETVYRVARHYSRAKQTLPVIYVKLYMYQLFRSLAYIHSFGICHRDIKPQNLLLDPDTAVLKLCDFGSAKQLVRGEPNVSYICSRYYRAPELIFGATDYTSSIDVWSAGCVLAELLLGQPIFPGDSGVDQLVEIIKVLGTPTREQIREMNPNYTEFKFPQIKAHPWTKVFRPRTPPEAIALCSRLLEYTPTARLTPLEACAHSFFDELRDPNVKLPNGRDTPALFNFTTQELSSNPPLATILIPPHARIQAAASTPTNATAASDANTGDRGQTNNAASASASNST
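Test system – GST-tagged human GSK3beta kinase, cell-free · Incubation – 60 min enzyme reaction, room temperature · Signal – ADP-Glo luminescence · Also added – peptide substrate and ATP at 25 µM · Controls – DMSO neutral wells and GW8510 at 20 µM as positive · Buffer or medium – Tris/MgCl2 kinase buffer · Measure – Luminescence-derived activity versus plate DMSO and GW8510 wells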
PolyA inhibitor = inhibitors of polyadenylation in S. cerevisiae; S. cerevisiae SKY197-pL101 polyadenylation reporter, beta-gal luminescence; efflux-impaired pdr1/pdr3 knockout yeast; score 100 = 6 SD above DMSO; calls only at 12 µM; 300,000 tested, 0.02% active; AID 1875;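 active means lowest replicate activity score at least 50, where 100 means six control SD above control mean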;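 further: yeast exposed to compound for 9 h at 30 °C; higher score means more reporter readthrough which indicates perturbed polyadenylation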
KLF5 inhibitor = kruppel-like factor 5 inhibition; inhibition, % at 5 µM; 290,000 tested, 0.23% active; AID 1700; DLD-1 KLF5 promoter-luciferase reporter, luminescence;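 active means inhibition above a per-plate limit of that plate's mean compound inhibition plus 3 SD, cut at about 60% in these data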;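 further: 0% = DMSO wells and 100% = LY294002 at 200 µM; higher means less KLF5 promoter-driven luciferase light; inactives centre near -14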
GSK3 alpha inh = inhibitors of human GSK-3 alpha kinase; inhibition, % at 10 µM; 320,000 tested, 0.1% active; ADP-Glo luminescence, 60 min; P49840;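 in the data active means inhibition above about 50%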;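 further: GST-tagged GSK-3 alpha with peptide substrate and 25 µM ATP; 0% = DMSO neutral wells and 100% = GW8510 positive control wells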
Target sequence (P49840 whole entry, looked up): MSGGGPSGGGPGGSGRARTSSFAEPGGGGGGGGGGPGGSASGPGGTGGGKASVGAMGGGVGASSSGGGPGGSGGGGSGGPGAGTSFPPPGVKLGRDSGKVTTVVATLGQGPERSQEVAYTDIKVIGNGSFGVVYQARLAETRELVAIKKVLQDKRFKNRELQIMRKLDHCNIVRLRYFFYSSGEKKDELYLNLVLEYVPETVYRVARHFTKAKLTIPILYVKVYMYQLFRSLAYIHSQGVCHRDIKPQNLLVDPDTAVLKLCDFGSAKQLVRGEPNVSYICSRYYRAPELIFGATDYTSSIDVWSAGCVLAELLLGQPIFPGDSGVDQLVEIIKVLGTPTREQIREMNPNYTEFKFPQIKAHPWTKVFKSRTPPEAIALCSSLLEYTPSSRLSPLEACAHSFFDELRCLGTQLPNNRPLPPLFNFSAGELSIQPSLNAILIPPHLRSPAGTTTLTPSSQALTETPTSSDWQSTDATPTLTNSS
HSF1 inhib = HSF1 inhibition. activity change, negative = inhibition, % at 7.5 µM (by protocol). 300,000 tested, 0.77% active. NIH3T3-HGL HSE-luciferase, MG132-induced, luminescence 8 h; hits give low values;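 active means more than half of replicate wells show activity change below -50%, luminescence cut by over half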;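 further: luciferase reports HSF-1 transcriptional activity via heat shock element; 0% = median of DMSO wells and -100% = zero luminescence signal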
HSP90 inh = HSP90 refolding inhibition in rabbit reticulocyte lysate. inhibition, % at 5.6 µM. luciferase refolding luminescence, 3 h. AID 1789. 290,000 tested, 0.91% active;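 active means inhibition above the screen-wide mean plus 3 SD, computed separately per campaign, cut at about 16% in these data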;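 further: 0% = DMSO wells and 100% = 60 µM geldanamycin wells; inhibitors lower the luminescence because luciferase stays unfolded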
HSF1 activator = increases HSF-1 driven luciferase reporter signal | 300,000 tested, 1.7% active | AID 504408 | activation, % at 9 µM | NIH3T3-HGL HSF-1 luciferase reporter, MG132, 8 h; 100% = twice DMSO control signal;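 active means mean replicate activation of at least 50% with a set share of replicates each reaching 50%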;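 further: 0% = median of the neutral control wells and 100% = twice that signal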
IEC-6 tox = counter-screen for KLF5 inhibitors: cytotoxicity in IEC-6 cells; inhibition, % at 5 µM; IEC-6 cytotoxicity, luminescence viability; 290,000 tested, 0.78% active; in the data active means inhibition above about 22%;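 further: 0% = plate median of test compound wells and 100% = cytotoxic reference compound wells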
aSyn 5UTR inh = 5' untranslated region of α-synuclein, MLPCN primary screen | inhibition, % (tested at 7.5 µM) | 300,000 tested, 0.82% active | alpha-synuclein 5'UTR reporter, inhibitor activity; in the data active means inhibition above about 60%;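 further: H4 neuroglioblastoma cells stably carrying SNCA 5'UTR luciferase fusion; 0% = DMSO wells and 100% = positive control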
Numbers without * were called inactive; i = inactive; / = no result given. These rows are one share of the data; count on the stated rates, not on these rows.

SMILES	AI-2 QS mod	GSK3B inh	PolyA inhibitor	KLF5 inhibitor	GSK3 alpha inh	HSF1 inhib	HSP90 inh	HSF1 activator	IEC-6 tox	aSyn 5UTR inh
O=C1C(=O)N(CCCc2ccccc2)c2ccccc21	14	-1	i	-11	-1	-14	-2	-25	9	-9
COc1cc(S(=O)(=O)Nc2cccnc2)ccc1F	49	0	i	-23	-3	0	0	12	-4	10
CCOC(=O)N1CCC(N(CCN(C)C)C(=S)Nc2cccc(OC)c2)CC1	24	0	i	-34	-2	2	-1	15	6	-11
O=C(CSc1nc2ccccc2[nH]1)NCCCn1ccnc1	9	-1	i	-11	-1	1	-1	-3	2	-22
CCCn1c(N)c(N(CCOC)C(=O)c2cc(Cl)nc3ccccc23)c(=O)[nH]c1=O	5	-3	i	/	-3	0	/	-6	/	12
CCS(=O)(=O)N1CCC(C(=O)NCc2ccc(OC)cc2OC)CC1	13	0	i	-17	0	-3	1	7	1	7
O=C(NCc1ccco1)c1ccccc1NS(=O)(=O)c1ccc2c(c1)OCCO2	9	2	i	-25	-3	-9	-4	-10	-6	1
Cc1cc(/C=C(\C#N)C(=O)Nc2ccccc2F)c(C)[nH]1	14	-2	i	-194	-6	10	-9	60*	0	-129
CCOC(=O)N1CCN(CCC(=O)Nc2ccc(F)c(F)c2)CC1	18	-1	i	0	-2	2	-6	14	-3	10
Nc1ccc2nc(-c3cccc(-c4nc5ccc(N)cc5[nH]4)n3)[nH]c2c1	22	-2	i	2	-2	-2	1	-11	-9	-5
CCn1c(Cc2ccccc2)nnc1SCC(=O)Nc1nc(C)cs1	23	0	i	-20	-3	-7	-3	4	-5	-35
O=C(O)c1ccc(/C=N/O)cc1	9	-1	i	-4	2	-11	-5	-28	-3	8
CCN(C(=O)c1ccco1)c1nc(-c2ccc(OC)cc2)cs1	11	-11	i	-154	-3	26	-5	48	2	-159
Cc1nnc(NC(=O)CSc2nnc(CCc3nc4ccccc4[nH]3)n2C)s1	4	-1	i	-5	0	-8	1	-7	-5	9
CN(C)c1ccsc1C(=O)NNS(=O)(=O)c1ccc(Cl)cc1	17	-23	i	/	0	4	/	0	/	3
COc1ccc(Cl)cc1-c1nc(-c2ccc(Br)o2)no1	2	-1	i	-24	2	0	1	-1	1	-123
Cc1cc(=O)[nH]c(SCC(=O)N2CCN(S(=O)(=O)c3ccccc3)C2)n1	4	-2	i	2	0	4	-1	21	-4	-13
CCN(CC)c1ccc(NC(=O)CN2CCN(c3ccccc3F)CC2)cc1	19	4	i	-20	-4	-8	2	0	-4	7
CCOC(=O)c1cnc(N)nc1C(F)(F)F	10	1	i	-22	0	-2	-2	-6	-9	15
O=C(c1ccccc1)c1c2c(cc3sc4ccccc4[n+]13)-c1cccc3cccc-2c13	/	/	/	-9	20	/	11	/	39*	/
CC(C)c1ccc[n+](-c2nc([O-])sc2C=O)c1	11	2	i	-24	-4	-4	-1	-25	2	12
CCc1nnc(NC(=O)c2sc3nc(C)cc(COC)c3c2N)s1	35	-3	i	-39	0	-3	0	-1	7	-20
Nc1ccc(-c2cnc[nH]2)cc1[N+](=O)[O-]	5	2	i	-59	4	-4	8	9	-4	-42
Cc1cc2nc(-c3ccc(NC(=O)C(C)C)cc3)oc2cc1C	34	1	i	-146	2	2	0	-3	4	-196
O=C(CN1c2cccc3cccc(c23)S1(=O)=O)Nc1ccccc1	19	1	i	-15	-3	11	-1	2	-2	22
New compounds follow
SMILES	AI-2 QS mod	GSK3B inh	PolyA inhibitor	KLF5 inhibitor	GSK3 alpha inh	HSF1 inhib	HSP90 inh	HSF1 activator	IEC-6 tox	aSyn 5UTR inh
O=C(c1cc2ccccc2s1)N1CCOCC1	18	-2	i	-56	-3	14	-2	7	-1	-9
COc1ccc(C(=O)NC(CC(=O)O)c2cc([N+](=O)[O-])ccc2Cl)c(SC)c1 (stereo unspecified)	15	4	i	-9	-3	-1	-4	7	1	-24
COc1ccc(C(=O)NNC(=O)C(Cc2ccc(O)cc2)NC(=O)c2ccccc2NC(=O)c2ccc(OC)cc2)cc1 (stereo unspecified)	27	-1	/	-6	2	-15	-2	3	-3	0
CCN(CC)c1ccc(NC(=O)CCc2nnc3ccc(N4CCCCC4)nn23)c(C)c1	33	0	i	0	/	1	-5	2	2	-1
CNC(=O)NC(=O)CSc1nnc(C(F)(F)F)n1C	20	-2	i	5	0	0	-4	1	-6	2
Cc1ccc(C)c(-c2nnc(NC(=O)COc3ccccc3)o2)c1	-2	2	i	/	-1	0	/	1	/	5
Cc1ccccc1N(C(=O)c1snc(C(N)=O)c1N)C(C(=O)NCC1CCCO1)c1ccc(F)cc1 (stereo unspecified)	17	0	i	-32	0	9	-3	14	-1	3
CCOc1ccccc1N1CCN(C(=O)c2ccccc2)CC1	16	2	i	13	3	-4	0	2	4	-2
COc1ccc(Cl)cc1C(=O)NNC(=O)CSc1nnnn1C	4	-1	i	-8	-1	-8	-4	-7	-3	-3
COC(=O)C1=C(N)OC2=C(C(=O)CCC2)C1c1cccnc1 (stereo unspecified)	38	1	i	-22	-1	-7	7	11	7	-6
COc1ccc(-c2nnc(SCCC(=O)O)n2-c2ccccc2)cc1	30	0	i	-20	1	-1	0	-14	1	16
COC(=O)C1(C)NC(c2ccccc2C)C2C(=O)N(c3ccccc3)C(=O)C21 (stereo unspecified)	-4	-3	i	-12	2	0	-5	1	-2	9
CCOc1ccc(NC(=O)C2CCC(N3C(=O)C4CC=CCC4C3=O)CC2)cc1 (stereo unspecified)	32	0	i	-12	/	1	2	-12	6	-6
CCCc1cc(=O)n2[nH]c(-c3cc(OC)c(OC)c(OC)c3)nc2n1	7	0	i	-7	-5	-2	2	18	11	10
CC1=CC(=C(C#N)C#N)C=C(C)N1CCN1CCNCC1	43	0	i	8	-1	0	2	-7	6	8
Cn1cnnc1SCc1ccc(C(=O)n2ncc(C#N)c2N)cc1	19	3	i	-17	2	0	2	2	4	-11
CC(NC(=O)c1sc2ccccc2c1Cl)C1CCCO1 (stereo unspecified)	-6	-1	i	-52	1	23	-1	69*	-1	-65
CCOc1ccc(-c2noc(-c3cccnc3)n2)cc1OC	20	4	i	-45	-3	14	-3	2	-8	-95
CCOc1ccccc1N(CC(=O)Nc1ccc(S(=O)(=O)N2CCOCC2)cc1)S(=O)(=O)c1ccccc1	16	0	i	13	-3	-2	1	6	-2	24
CC1(C)CC2(CC(c3ccccc3)Oc3cc(O)ccc32)NC(=O)N1 (stereo unspecified)	1	2	i	-5	-2	-2	0	-14	-1	28
N=C1C(c2nc3ccccc3s2)=C(O)CN1NC(=O)c1ccccc1[N+](=O)[O-]	26	2	i	-29	3	-36	-1	-48	-6	2
COc1ccc(/C=C2\C(=O)ON=C2c2ccccc2)cc1OC	12	-1	i	-8	-1	1	-2	4	-15	0
NS(=O)(=O)c1cccc(NC(=O)COC(=O)Cn2cnc3ccccc32)c1	12	2	i	1	0	-3	0	-7	-1	-7
Cc1sc(C(=O)NCc2cccnc2)c2nc(C)n(CC(=O)NCc3cccnc3)c(=O)c12	-12	1	i	-5	1	-4	3	-6	-3	9
Cc1cc(C2(O)C(=O)Nc3ccccc32)ccc1F (stereo unspecified)	7	0	i	-16	-1	-1	14	-1	-6	9
(cont.)
SMILES	AI-2 QS mod	GSK3B inh	PolyA inhibitor	KLF5 inhibitor	GSK3 alpha inh	HSF1 inhib	HSP90 inh	HSF1 activator	IEC-6 tox	aSyn 5UTR inh
CC(O)c1ccc(-n2cnnn2)cc1 (stereo unspecified)	13	0	i	-9	-7	-10	0	-2	0	10
Cn1ccnc1C(=O)c1ccc(NN)c([N+](=O)[O-])c1	14	-1	i	2	3	8	3	5	6	-11
CC1CC1C(=O)Nc1nc2ccc(S(C)(=O)=O)cc2s1 (stereo unspecified)	/	/	i	-51	7	10	-5	9	1	-20
Cc1ccc(NC(=O)CS(=O)CC(=O)NC23CC4CC(CC(C4)C2)C3)cc1 (stereo unspecified)	11	2	i	-25	2	1	-2	3	1	-7
CCCC(=O)OCC(=O)Nc1ccc([N+](=O)[O-])cc1C#N	16	-1	i	-1	1	-5	-1	20	3	15
COc1ccc(Cc2nc(C(=O)Nc3ccc(OC)cc3)cs2)cc1	1	5	i	-53	-6	-8	5	16	2	-18
CS(=O)(=O)N(Cc1ccc(C(=O)NN=C2CCCC2)cc1)c1ccccc1	18	1	i	-19	-2	-3	-4	-4	-1	18
O=c1[nH]c(C2CCN(S(=O)(=O)c3ccc(S(=O)(=O)NC4CC4)cc3)CC2)nc2c1nnn2Cc1ccc(F)cc1	3	0	i	0	1	-2	7	15	6	12
O=C(COc1ccc2c3c(c(=O)oc2c1)CCCC3)NCc1ccccn1	8	-4	i	-47	-3	-8	6	-16	0	4
CCn1c(=O)cc(OCC(=O)N2CCN(C(=O)c3ccco3)CC2)c2ccccc21	7	5	i	-13	-1	4	0	8	6	5
O=C(Nc1cccc2ccccc12)N1N=CCC1c1ccccc1 (stereo unspecified)	2	-4	i	-59	-1	25	2	35	-3	-89
CCC(C)Nc1nc(-c2ccc3c(c2)NC(=O)CO3)cs1 (stereo unspecified)	23	-3	i	-31	-1	1	2	7	2	-112
CC(=O)c1c(C)[nH]c(C(=O)CSc2nnc(C3CCCCC3)n2N)c1C	23	0	i	-32	2	-1	1	2	0	16
Cc1ccc(/C(CSc2nccn2-c2ncc(C(F)(F)F)cc2Cl)=N\O)cc1	-6	1	i	23	0	-4	5	-16	14	13
CCOC(=O)/C=C/C(=O)N1CCN(C(=O)/C=C/C(=O)OCC)CC1	14	4	i	-7	-1	2	-2	3	0	-15
Cc1c(C(=O)N2CCN(c3ccccc3F)CC2)sc2nc(-c3ccccc3)cn12	23	-1	i	-17	-1	2	-2	24	-2	31
Cc1ccc(Nc2nnc(SCC(=O)Nc3cccc(S(=O)(=O)NC4=NCCCCC4)c3)s2)c(C)c1	19	0	i	-12	/	6	-1	0	5	10
CCOc1cc(CNc2ccc3c(c2)OCCO3)cc(Br)c1OC	34	0	i	50	-3	-47	6	-58	82*	95*
O=C(Nc1ccc(N2CCCC2)c(Cl)c1)c1ccc([N+](=O)[O-])cc1	45	3	i	-15	/	9	-1	25	4	-53
C(=N\N=C\c1cccnc1)/c1cccnc1	8	1	i	-30	-1	9	-6	50	-1	10
CC1CCc2c(sc(NC(=O)CN3CCN(C(=O)c4ccco4)CC3)c2C#N)C1 (stereo unspecified)	5	0	i	-25	-8	-2	-4	-12	4	-3
CCc1ccccc1NC(=O)Cn1nc(C(F)(F)F)cc1C1CC1	15	-1	i	-9	-2	-2	1	1	3	-3

Random excerpt: two entries already listed.
SMILES	AI-2 QS mod	GSK3B inh	PolyA inhibitor	KLF5 inhibitor	GSK3 alpha inh	HSF1 inhib	HSP90 inh	HSF1 activator	IEC-6 tox	aSyn 5UTR inh
O=C(Nc1cccc2ccccc12)N1N=CCC1c1ccccc1 (stereo unspecified)	2	-4	i	-59	-1	25	2	35	-3	-89
CC1CCc2c(sc(NC(=O)CN3CCN(C(=O)c4ccco4)CC3)c2C#N)C1 (stereo unspecified)	5	0	i	-25	-8	-2	-4	-12	4	-3
